# Compound activity deposited in PubChem by several laboratories.
# H9c2 protect – protects H9c2 cardiomyocytes from peroxide injury | H2O2 injury protection, ATPLite, 2 h | protection from H2O2 cell death, % at 20 µM | 360,000 tested, 0.63% active | AID 588492;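 active means compounds giving at least 50% protection of heart cells from peroxide-induced death in the single-dose screen, raw or plate-pattern-corrected value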;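 further: 0% = DMSO wells with peroxide and 100% = DMSO wells without peroxide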
# PDI turbidity – blocks human protein disulfide isomerase activity. P07237. PDI insulin aggregation turbidity, A650, 90 min. inhibition, % at 10 µM. 350,000 tested, 0.052% active. AID 588391;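 active means mean inhibition across replicates of 30% or more, whatever share of single replicates reach that level; inconclusive means mean inhibition below 30% while every single replicate reaches 30%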;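 further: absorbance from insulin aggregation driven by PDI reduction with DTT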
# Target sequence (P07237 whole entry, looked up): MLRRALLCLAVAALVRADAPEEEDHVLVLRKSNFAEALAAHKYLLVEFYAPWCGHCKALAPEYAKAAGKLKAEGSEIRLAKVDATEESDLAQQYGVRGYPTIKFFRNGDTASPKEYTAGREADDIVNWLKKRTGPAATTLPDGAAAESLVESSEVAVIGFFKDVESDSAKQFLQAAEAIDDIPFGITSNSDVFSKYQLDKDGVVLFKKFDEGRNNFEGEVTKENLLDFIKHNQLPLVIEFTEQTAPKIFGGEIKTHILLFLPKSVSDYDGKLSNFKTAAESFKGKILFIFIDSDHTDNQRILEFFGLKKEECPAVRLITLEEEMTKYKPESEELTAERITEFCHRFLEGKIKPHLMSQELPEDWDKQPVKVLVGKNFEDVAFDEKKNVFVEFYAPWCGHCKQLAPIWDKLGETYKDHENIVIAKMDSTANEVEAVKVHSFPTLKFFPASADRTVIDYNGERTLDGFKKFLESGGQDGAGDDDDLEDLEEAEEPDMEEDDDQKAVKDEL
# CaV13 ICDI inh – Primary screen for inhibitors of IQ motif and Ca2+-dependent inactivation inhibitor domain binding in CACNA1D, Förster resonance energy transfer in living cells, …; inhibition, % at 12.3 µM; 340,000 tested, 0.098% active; AID 743397; HEK cells, CFP/YFP FRET ICDI-IQ, plate reader, 10 min; percent FRET-ratio fall versus neutral wells;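 active means mean replicate inhibition of at least 30% and at least 1% of replicates passing that level; inconclusive means only one of the two criteria is met; inactive means neither criterion is met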;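 further: 0% = median of the neutral control wells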
# MC4R ag barr – human MC4R agonism via beta-arrestin; U2OS MC4R beta-arrestin complementation, luminescence; percent of melanotan II response, DMSO zero; 360,000 tested, 0.98% active; activation, % at 8.9 µM; AID 540308;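 active means activation above a per-plate cutoff, the mean activation of sample wells on that plate plus 3 SD, cut at about 8% in these data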
# aDG glyco up – increases alpha dystroglycan glycosylation; activation, % at 10 µM; Pro5-aDG cells, alpha-DG glycosylation AlphaScreen (IIH6); 0% Pro5, 100% B10-LARGE cell signal; 360,000 tested, 0.22% active;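 active means activation of at least 8% versus controls, or a plate z-score of at least 8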;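 further: Pro5 are CHO cells carrying HIG-tagged alpha-DG that lacks glycosylation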
# N-glyco inh – blocks N-linked glycosylation in D54 reporter cells | D54 ERlucT glycosylation luciferase reporter, 24 h; percent of 100 nM tunicamycin response | reporter increase, % at 12.5 µM | 360,000 tested, 0.23% active | AID 588692;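 active means mean luciferase reporter signal, scaled so untreated is 0 and the glycosylation-blocking control 100, at or above a set limit in every replicate; inconclusive means mean reaches the limit but not every replicate does; inactive means mean below the limit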;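 further: luciferase carries N-glycosylation sites so blocking glycosylation raises the light; 0% = median of neutral control wells and 100% = median of 100 nM tunicamycin wells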
# m5-HT2A agonist – activates the mouse 5-HT2A serotonin receptor; CHO-K1 mHTR2A beta-arrestin complementation, luminescence; percent of 30 µM serotonin response; activation, % at 7.6 µM; 360,000 tested, 0.66% active; AID 624169;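 active means activation above a run cutoff, the mean activation of all tested compounds plus 3 SD, cut at about 14% in these data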;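 further: 0% = plate median of compound wells and 100% = 30 µM serotonin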
# Target sequence (P35363 whole entry, looked up): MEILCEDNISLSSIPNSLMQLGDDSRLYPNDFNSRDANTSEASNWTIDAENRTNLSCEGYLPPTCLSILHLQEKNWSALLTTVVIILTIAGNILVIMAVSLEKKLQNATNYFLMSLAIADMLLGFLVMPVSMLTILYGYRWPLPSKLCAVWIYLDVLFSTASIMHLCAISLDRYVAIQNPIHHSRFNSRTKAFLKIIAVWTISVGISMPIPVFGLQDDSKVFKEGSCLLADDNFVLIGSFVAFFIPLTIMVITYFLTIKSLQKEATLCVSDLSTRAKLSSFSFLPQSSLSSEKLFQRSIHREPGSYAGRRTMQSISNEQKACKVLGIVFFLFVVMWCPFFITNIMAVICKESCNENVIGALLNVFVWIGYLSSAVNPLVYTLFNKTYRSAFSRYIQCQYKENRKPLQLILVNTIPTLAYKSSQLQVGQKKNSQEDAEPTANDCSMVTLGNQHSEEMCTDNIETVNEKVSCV
# MC4R antagonist – blocks human MC4R cAMP signaling. P32245. MC4R-expressing cells, MTII-stimulated cAMP, LANCE TR-FRET. inhibition, % at 6.5 µM. 360,000 tested, 0.48% active. AID 540295;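 active means inhibition above its plate's cutoff, the mean of tested wells on that plate plus 3 SD, cut at about 29% in these data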;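 further: 0% = Melanotan II alone and 100% = Melanotan II plus saturating MCL0020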
#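 system = U2OS cells with stable human MC4R expression | also added = Melanotan II challenge after compound preincubation | dosing = one concentration, 6.5 µM nominal | incubation = compound 30 min, challenge 1 h, detection 1 h | measured by = TR-FRET with Eu-cAMP and labeled anti-cAMP, 671 nm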
# Vif inh – HIV Vif inhibition; HEK293T cells, Vif self-association by quenched fluorescence, imaging, 24 h; inhibition, % at 7.49 µM; 340,000 tested, 0.35% active; AID 602346; in the data active means inhibition above about 50%, passing the limit was not always enough; inconclusive means no clear call, values can overlap the other calls; inactive means below about 31%; further: some results filed as inactive read as strong as hits
# ABCB6 inh MLPCN – blocks the human ABCB6 transporter; Q9NP58; K562-ABCB6 porphyrin accumulation, flow cytometry, 1 h; hits give low values; fluorescence ratio to DMSO, % at 10 µM; 360,000 tested, 0.19% active; AID 602162;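 active means fluorescence ratio to DMSO below 75%, the collection mean minus 3 SD; inconclusive means too few cells collected in the well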;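 further: signal is porphyrin accumulated inside mitochondria; 100% equals median channel fluorescence of DMSO control wells; lower ratio means ABCB6 inhibition with less porphyrin fluorescence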
# Numbers without * were called inactive; ? = inconclusive; . = not tested or not shown.
compound	H9c2 protect	PDI turbidity	CaV13 ICDI inh	MC4R ag barr	aDG glyco up	N-glyco inh	m5-HT2A agonist	MC4R antagonist	Vif inh	ABCB6 inh MLPCN
C#CCn1c(=NC(=O)c2cccs2)sc2cccc(OCC)c21	-7	.	-3	24*	0.2	2	10	19	-1	102
COC(=O)c1cc(C)nc(Nc2nc(C(N)Cc3ccc(Cl)cc3)cs2)n1 (stereo not drawn)	13	-5	-7	2.5	0.1	0	3	-6	-6	96
N#Cc1ncccc1CCc1cccc(Cl)c1	-4	1	-5	-1.5	-0.1	0	-4	-2	-1	95
O=C(NN=C1C2CC3CC1CC(Cl)(C3)C2)c1ccccn1	8	-15	-14	-0.9	0.1	0	-1	12	-12	108
O=C(O)C1CCN(S(=O)(=O)c2cccc3nsnc23)CC1	1	-7	-2	0.0	2.1	0	12	8	0	99
O=C(CN1C(=O)C2C3C=CC(C3)C2C1=O)NCCC1=CCCCC1 (stereo not drawn)	-7	-1	.	-0.8	0.6	5	1	2	6	94
COc1ccc(OC)c(C2=Nn3c(nnc3-c3ccncc3)SC2)c1	0	2	-5	-1.1	0.2	8	-3	1	15	102
CSc1nc(C)c2c(n1)N(c1cccc(C)c1)CC2	5	2	.	0.6	-0.2	-3	0	-3	-19	95
Cc1nn2c(N3CCOCC3)c3c(nc2c1-c1ccccc1)CCCC3	2	-2	-6	-0.1	0.0	0	-5	16	0	102
Cc1nn(-c2ccc(F)cc2)c(Cl)c1/C=C/C(=O)OCC(=O)Nc1c(F)c(F)c(F)c(F)c1F	1	-2	-11	-2.4	-0.4	0	-4	4	2	97

# Entries of single compounds as entered above. Screens in order: H9c2 protect, PDI turbidity, CaV13 ICDI inh, MC4R ag barr, aDG glyco up, N-glyco inh, m5-HT2A agonist, MC4R antagonist, Vif inh, ABCB6 inh MLPCN
# Results for N#Cc1ncccc1CCc1cccc(Cl)c1 = -4, 1, -5, -1.5, -0.1, 0, -4, -2, -1, 95
# Results for C#CCn1c(=NC(=O)c2cccs2)sc2cccc(OCC)c21 = -7, ., -3, 24*, 0.2, 2, 10, 19, -1, 102
# Results for O=C(O)C1CCN(S(=O)(=O)c2cccc3nsnc23)CC1 = 1, -7, -2, 0.0, 2.1, 0, 12, 8, 0, 99

# (continued)
compound	H9c2 protect	PDI turbidity	CaV13 ICDI inh	MC4R ag barr	aDG glyco up	N-glyco inh	m5-HT2A agonist	MC4R antagonist	Vif inh	ABCB6 inh MLPCN
Cc1c(C)c2ccc(OCC(=O)N3CC[C@@]4(O)CCCC[C@H]4C3)cc2oc1=O	1	.	.	-1.1	0.1	-1	-5	-3	3	97
CC1=C(C(=O)OCc2ccc3c(c2)OCO3)C(c2cccc([N+](=O)[O-])c2)NC(=O)N1 (stereo not drawn)	-7	4	-1	-2.4	0.8	-12	-1	17	-16	98
O=C(c1ccc(Cl)cc1)c1c[nH]c(C(=O)C(Cl)(Cl)Cl)c1	-16	14	.	-3.7	-0.9	20	0	5	0	95
Cc1cccc(NS(=O)(=O)c2ccc(NC(=O)CN(c3cc([N+](=O)[O-])ccc3C)S(C)(=O)=O)cc2)c1	-4	-6	-5	1.2	1.0	0	-2	2	17	98
COc1cc(/C=C(\C#N)c2nc3ccccc3[nH]2)cc(OC)c1O	46	16	-8	1.1	-0.4	8	-1	-1	-3	118
CC(C)(C)NC(=S)NCc1ccco1	0	-12	-3	-0.7	0.0	-1	-1	-4	0	104
O=C(CS(=O)(=O)c1ccccc1)Nc1nnc(C(F)(F)F)s1	-3	3	-3	-1.9	0.1	1	9	32*	4	103
Cc1cc(=O)oc2c(CN3CCOCC3)c(O)ccc12	-1	-16	-5	-1.1	-0.1	0	1	6	-4	97
CSCCC(NS(=O)(=O)c1c(Cl)cccc1Cl)C(=O)O (stereo not drawn)	13	6	0	-3.6	-0.3	0	2	-4	-10	105
O=C(c1ccc2ccccc2c1)N1CCCC1	1	-4	-3	-1.0	0.1	0	-1	6	8	99
CN(c1ccccc1)c1nc(N)c([N+](=O)[O-])c(Nc2ccccc2)n1	-6	-9	-2	1.2	-0.3	12	4	8	-11	96
O=C(NCCc1ccc(Cl)cc1Cl)c1ccc2nc[nH]c2c1	0	-6	-3	-2.0	-0.1	.	-7	2	.	95
CN(C)CC/C=C1\c2ccccc2CSc2ccccc21	12	-4	-5	-0.6	0.1	-1	-5	5	1	96
COc1ccccc1-c1noc(CCC(=O)NC2CCCCC2)n1	3	0	.	1.2	-0.1	0	5	-5	-5	106
CC1(C)CC(=O)C(C(c2ccco2)C2C(=O)CC(C)(C)CC2=O)C(=O)C1	10	4	-8	0.6	0.1	1	1	14	-3	98
Cc1nn2c(-n3ccnc3)c3c(nc2c1-c1ccccc1)CCC3	5	-6	-4	-2.0	0.0	2	-3	2	2	?
CCOC(=O)c1c(-c2ccc(F)cc2)csc1NC(=O)c1c(-c2ccccc2)noc1C	-5	-2	-7	1.0	0.5	-16	-1	24	-6	100
COc1cccc(NS(=O)(=O)c2ccc(OC)c(OC)c2)c1	-6	5	-8	-1.0	0.3	-2	-2	-4	8	104
Cc1nc2ncnn2c(C)c1CCC(=O)Oc1ccccc1	2	-7	-6	-0.4	-0.3	0	1	6	-6	100
CCCCOC(=O)Nc1nnc(CCc2ccccc2)s1	-12	-1	-3	2.7	0.0	0	1	5	?	102
COc1cc2nc(N3CCN(c4cc(C)ccc4C)CC3)nc(N)c2cc1OC	-20	22	-3	12*	-0.4	-5	-15	7	0	102
N#CCCN(Cc1cccs1)C(=O)Nc1ccccc1	4	-14	-21	-1.0	-0.1	3	1	4	6	89
COc1ccc(S(=O)(=O)NCc2ccccn2)cc1Br	6	-3	-2	-2.2	0.0	1	-2	-1	-2	98
Cc1cccc(C(=O)Nc2nnc(S(=O)(=O)N(C)Cc3ccco3)s2)c1	-4	5	-6	-2.6	0.1	0	-4	6	-9	97
Cc1ccc2c(c1)N(C(=O)CCC(=O)N1CCN(c3ccccn3)CC1)CCO2	14	.	?	-0.6	0.2	1	1	5	-1	99
COc1ccc(N2CCN(CCCn3c(=S)[nH]c4ccccc4c3=O)CC2)cc1	-2	-6	-3	-1.2	0.2	-9	-1	4	-16	91
O=S(=O)(Nc1ccc(Br)cc1)c1cccc(NC(=S)NCCN2CCOCC2)c1	-1	-2	-3	0.4	-0.1	-1	-4	5	-6	92
CC(=O)c1c(C)n(CC(=O)NCc2ccc3c(c2)OCO3)c2ccccc12	-12	7	.	-0.3	0.2	0	10	-12	-10	94
Cc1cccc(C(=O)OCC(=O)NC(=O)c2ccccc2)c1O	-2	-8	-6	-0.5	0.0	0	-2	5	-1	100
O=C(N/N=C/c1ccc(O)cc1O)c1ccncc1	47	1	-2	-1.0	0.0	0	4	6	-16	99

# Another view of 4 compounds above.
Structure: O=C(N/N=C/c1ccc(O)cc1O)c1ccncc1
  H9c2 protect: 47
  PDI turbidity: 1
  CaV13 ICDI inh: -2
  MC4R ag barr: -1.0
  aDG glyco up: 0.0
  N-glyco inh: 0
  m5-HT2A agonist: 4
  MC4R antagonist: 6
  Vif inh: -16
  ABCB6 inh MLPCN: 99
Structure: Cc1cccc(C(=O)Nc2nnc(S(=O)(=O)N(C)Cc3ccco3)s2)c1
  H9c2 protect: -4
  PDI turbidity: 5
  CaV13 ICDI inh: -6
  MC4R ag barr: -2.6
  aDG glyco up: 0.1
  N-glyco inh: 0
  m5-HT2A agonist: -4
  MC4R antagonist: 6
  Vif inh: -9
  ABCB6 inh MLPCN: 97
Structure: O=S(=O)(Nc1ccc(Br)cc1)c1cccc(NC(=S)NCCN2CCOCC2)c1
  H9c2 protect: -1
  PDI turbidity: -2
  CaV13 ICDI inh: -3
  MC4R ag barr: 0.4
  aDG glyco up: -0.1
  N-glyco inh: -1
  m5-HT2A agonist: -4
  MC4R antagonist: 5
  Vif inh: -6
  ABCB6 inh MLPCN: 92
Structure: Cc1ccc2c(c1)N(C(=O)CCC(=O)N1CCN(c3ccccn3)CC1)CCO2
  H9c2 protect: 14
  PDI turbidity: .
  CaV13 ICDI inh: ?
  MC4R ag barr: -0.6
  aDG glyco up: 0.2
  N-glyco inh: 1
  m5-HT2A agonist: 1
  MC4R antagonist: 5
  Vif inh: -1
  ABCB6 inh MLPCN: 99

# Other entries
# Every second line gives: H9c2 protect	PDI turbidity	CaV13 ICDI inh	MC4R ag barr	aDG glyco up	N-glyco inh	m5-HT2A agonist	MC4R antagonist	Vif inh	ABCB6 inh MLPCN
CCCSc1n[nH]c(NC(C)=O)n1
 : -8	21	-6	-0.4	0.0	1	1	1	16	100
Cc1cc(/C=N\NC(=O)COc2cccc3cccnc23)c(C)n1-c1ccccc1
 : 0	4	-3	-3.0	1.6	-2	1	2	0	100
C=CCN1C(=O)/C(=C/c2cccs2)S/C1=N\S(=O)(=O)c1ccc(F)cc1
 : -9	-5	-5	0.2	-0.2	0	-2	7	3	146
COc1cc2c(cc1OC)[C@@H](NC(=O)C(C)C)[C@H](OCc1ccccc1)C2
 : 11	2	-6	1.7	-0.2	-1	1	7	-2	97
COCCNC(=S)N1CCN(c2nc(-c3ccc(Cl)cc3)cs2)CC1
 : -8	8	-3	-2.1	-0.1	0	-6	7	4	100
COc1ccc(CNc2nc(NCc3ccc(OC)cc3)n(C(C)=O)n2)cc1
 : -3	7	-3	-2.0	0.0	-1	4	4	-8	98
CCCCN(C=O)c1c(CC)nc2ccc(C(=O)NCCCN3CCCC3=O)cn12
 : 10	-7	-7	-1.7	0.0	0	2	9	14	99
Cc1ccccc1NC(=O)c1cc2ccccn2n1
 : -11	1	-4	-0.1	-0.1	-10	0	4	-1	94
COc1ccc(C(=S)N2CCOCC2)cc1OC(=O)c1ccc([N+](=O)[O-])cc1[N+](=O)[O-]
 : -2	6	-3	-1.1	0.0	2	1	2	-6	97
O=S(=O)(c1cnc(Cl)c(Cl)c1)N1CCN(c2ncccn2)CC1
 : -2	-3	-12	1.9	0.3	-2	3	12	15	101
CCOc1ccc(NC(=O)N2CCC(c3nc4ccccc4o3)CC2)cc1
 : 4	1	6	2.3	0.6	1	1	2	8	93
